NPC1 prom act: qHTS Assay for NPC1 Promoter Activators; Huh7 NPC1 promoter luciferase reporter, 24 h; Potency, µM (titrated, usually from 9.22 µM), for the others: at the highest dose activation, hits mostly activators; 2.4% of 320,000 active; AID 485313, 2010;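 also: % of control where 0% means no effect; nearly all actives have a fitted effect of over 60% in size; reporter is driven by a mutant NPC1 promoter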
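In 1536-well qHTS, Huh7 cells harboring an NPC1 promoter–luciferase construct received compound for 24 h; activation was quantified by luminescence following luciferase reagent addition.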
BRCA1 expr up: qHTS Assay to Identify Small Molecule Activators of BRCA1 Expression | 1.1% of 380,000 active | Potency, µM (series often up to 46.1 µM), inactives show at the highest dose activation, actives largely listed as activators | MCF7-BRCA1-FFLuc reporter, luminescence, 48 h; response scale: scaled: vehicle 0%, 10 µM genistein 100% | AID 624202, 2012; also: nearly all actives have a fitted effect of over 80% in size; some results filed as inactive show a strong effect at the top dose
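MCF7-BRCA1-FFLuc, 2000 cells/well; 2 h attach, 37 °C/5% CO2; compound 48 h; luciferase substrate 15 min; luminescence end-point. Norm. to genistein 10 microM max activation and DMSO; concentration-response curves fitted.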
RORg inh: qHTS for inhibitors of ROR gamma transcriptional activity; Potency, µM (series often up to 53.6 µM), without a hit: at the top dose activity change, negative = inhibition, usual class: inhibitors; AID 2551, 2010; Nuclear receptor ROR-gamma (Mus musculus), P51450; 5.4% of 310,000 active; Drosophila S2 Gal4-RORgamma UAS-luciferase reporter, 20 h; also: % is scaled to controls: 0 for no effect and ±100 for the full control effect; nearly all actives have a fitted effect of over 60% in size
Target sequence (P51450 whole entry, looked up, the tested form may be a part): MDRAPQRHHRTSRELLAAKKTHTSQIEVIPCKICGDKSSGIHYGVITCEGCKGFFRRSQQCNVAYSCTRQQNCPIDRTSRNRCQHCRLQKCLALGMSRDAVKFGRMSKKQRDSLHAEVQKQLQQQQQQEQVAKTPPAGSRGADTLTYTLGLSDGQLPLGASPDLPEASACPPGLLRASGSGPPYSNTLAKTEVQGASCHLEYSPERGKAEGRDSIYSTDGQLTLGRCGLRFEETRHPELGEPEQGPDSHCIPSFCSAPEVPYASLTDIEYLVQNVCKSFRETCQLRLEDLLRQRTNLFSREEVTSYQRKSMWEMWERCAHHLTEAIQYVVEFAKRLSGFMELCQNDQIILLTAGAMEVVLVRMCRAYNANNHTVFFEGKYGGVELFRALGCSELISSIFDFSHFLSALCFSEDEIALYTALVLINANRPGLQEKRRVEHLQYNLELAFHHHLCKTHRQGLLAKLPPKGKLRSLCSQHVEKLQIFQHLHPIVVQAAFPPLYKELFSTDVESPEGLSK
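Luciferase reporter read in Schneider cells carrying Gal4-RORγ (mouse) and UAS-Photinus luciferase; cells given compound 1 h before 700 uM copper sulfate induction, then incubated 20 h at ambient temperature.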
Gal4-VP16 FLuc: VP16 counterscreen qHTS for inhibitors of ROR gamma transcriptional activity; 3.5% of 310,000 active; Potency, µM (doses to about 53.6 µM), without a hit: top-dose activity, negative = inhibition, hits mostly inhibitors; Drosophila S2 Gal4-VP16 UAS-luciferase, luminescence, 20 h;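 also: Gal4-VP16 expression switched on by copper sulfate through the metallothionein promoter; % is scaled to controls: 0 for no effect and ±100 for the full control effect; nearly all actives have a fitted effect of over 50% in size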
FLuc counter: qHTS profiling assay for firefly luciferase inhibitor/activator using purifed enzyme and Km concentrations of substrates (counterscreen for miR-21 project); purified FLuc, Km substrates, luminescence inhibition; Potency, µM (top dose mostly 57.5 µM), for the others: at the top dose activity change, negative = inhibition, hits mostly inhibitors; 6.9% of 360,000 active;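 also: plate controls were vehicle for no effect and reference inhibitor for full effect; nearly all actives have a fitted effect of over 55% in size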
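Purified P. pyralis luciferase, 10 nM final, with Km-level 10 uM D-luciferin and 10 uM ATP in 50 mM Tris acetate pH 7.5, 10 mM Mg acetate, 0.01% Tween-20, 0.05% BSA; 6-point qHTS titration about 60 µM downward; luminescence read.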
Rab9 promoter act: qHTS Assay for Rab9 Promoter Activators; Potency, µM (titrated, usually from 9.22 µM), for the others: at the top dose activation, negative = inhibition, most hits filed as activators; AID 485297, 2010; 2.8% of 320,000 active; Huh7 Rab9 promoter-luciferase reporter, luminescence, 24 h; also: % of control where 0% means no effect; nearly all actives have a fitted effect of over 60% in size
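Measured in stably transfected Huh7 cells bearing a Rab9 promoter–luciferase construct: 24 h compound treatment at 37 °C, followed by luminescence detection.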
uPA generation: qHTS for Inhibitors of Cell Surface uPA Generation | Potency, µM (series often up to 38.3 µM), for the others: at the highest dose activity change, negative = inhibition, usual class: inhibitors | AID 540303, 2011 | 0.31% of 330,000 active | cell surface uPA generation assay, qHTS; active = well fitted inhibition curve with a large enough effect; inconclusive = small, poorly fitted or top-dose-only effect; inactive = no such curve, though single readings can be large or run the other way; tested in mouse RAW 264.7 cells; also: % is scaled to controls: 0 for no effect and ±100 for the full control effect; nearly all actives have a fitted effect of over 55% in size
p53 reactivation: qHTS assay for re-activators of p53 using a Luc reporter | H1299 p53-A138V BP100-luciferase reporter, luminescence, 24 h | Potency, µM (titrated, usually from 92.2 µM), for the others: at the top dose activity change, positive = activation, hits mostly activators | 0.063% of 320,000 active | AID 504706, 2011; also: % of control where 0% means no effect; nearly all actives have a fitted effect of over 45% in size
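H1299 (p53-null), stable ts p53-A138V + BP100-Luc; 1000 cells/well, Opti-MEM/10% FBS; cpd 4 pt, 1:5; 24 h, 37 deg C, 5% CO2; detection reagent 10 min RT; luminescence.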
MBNL1 CUG block: qHTS Assay for Inhibitors of MBNL1-poly(CUG) RNA binding. Potency, µM (doses to about 57.5 µM), for inactives: at the highest dose activity change, negative = inhibition, hits mostly inhibitors. 0.036% of 280,000 active. TR-FRET MBNL1-His/biotin-(CUG)12 binding, 665/545 ratio. AID 2675, 2010; active = well fitted inhibition curve with a large enough effect in the signal ratio, with a control signal flat, not every such curve was filed as active; inconclusive = small, poorly fitted or top-dose-only effect, or effect the other way, or a change in a side signal; inactive = no such curve, though single readings can be large or run the other way; the % refers to the signal ratio; also: % is scaled to controls: 0 for no effect and ±100 for the full control effect
Target sequence (Q9NR56 whole entry, looked up): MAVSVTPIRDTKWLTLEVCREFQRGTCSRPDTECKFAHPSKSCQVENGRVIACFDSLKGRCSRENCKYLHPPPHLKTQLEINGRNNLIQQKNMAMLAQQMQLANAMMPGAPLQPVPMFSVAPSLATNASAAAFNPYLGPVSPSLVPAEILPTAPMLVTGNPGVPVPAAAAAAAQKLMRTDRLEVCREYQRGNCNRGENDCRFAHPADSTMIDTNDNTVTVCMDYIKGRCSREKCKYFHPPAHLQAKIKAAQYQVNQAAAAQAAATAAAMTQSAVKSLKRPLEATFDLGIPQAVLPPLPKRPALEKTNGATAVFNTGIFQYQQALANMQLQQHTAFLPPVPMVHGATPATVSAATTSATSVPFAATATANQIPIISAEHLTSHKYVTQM
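TR-FRET between His-tagged MBNL1 and biotin-(CUG)12 RNA, detected with Tb anti-His antibody (0.055 ng/ul) and streptavidin-XL665 (5 nM), 60 min at room temperature. Compounds titrated 92 nM to 58 uM; 665/545 nm ratio normalized to buffer and complex controls.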
ELG1 genotox: qHTS screen for small molecules that induce genotoxicity in human embryonic kidney (HEK293T) cells expressing luciferase-tagged ELG1; HEK293T ELG1-luciferase reporter, luminescence, 16 h; Potency, µM (highest dose often 46 µM), for the others: top-dose activity change, positive = activation, usual class: activators; 1.3% of 330,000 active; AID 504466, 2011; also: % of control where 0% means no effect; nearly all actives have a fitted effect of over 60% in size
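Genotoxicity was scored as increased ELG1-luciferase reporter signal, measured by ONE-Glo luminescence (30 min, room temperature). Compound or vehicle exposure of the HEK293T reporter cells lasted 16 hr at 37°C.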
An asterisk follows results filed as active; ? = inconclusive; . = not tested or not shown; & = joins results of further samples; [ ] = remark or other dose. Unless noted, calls follow the shape of the dose curve; as a rule, active = well fitted curve in the direction sought with a large enough effect; inconclusive = small, poorly fitted or top-dose-only effect, or another doubt; inactive = no such curve, though single readings can be large; an effect the other way counts as inactive or inconclusive. Potency is read from the fitted curve at half-maximal effect.

SMILES | NPC1 prom act | BRCA1 expr up | RORg inh | Gal4-VP16 FLuc | FLuc counter | Rab9 promoter act | uPA generation | p53 reactivation | MBNL1 CUG block | ELG1 genotox
COc1cc(NC(=O)CN2c3ccccc3CC2C)cc(OC)c1OC (stereo not given) | -2% | -57% | 24% | 0% | 1% | 2% | -2% | -6% | -2% | 0%
CCOc1ccc(N2C(=O)CSC23CCCCC3)cc1 | 6% | 8% | 22% | -1% | -4% | -2% | 1% | -5% | -2% | -3%
CC(=O)c1ccc(S(=O)(=O)N(C)CCCC(=O)N2CCN(c3ncccn3)CC2)cc1 | -3% | -17% | . | . | 5% | -4% | 0% | -4% | . | -1%
CS(=O)(=O)NCCNC(=O)c1cc(OCC(F)(F)F)ccc1OCC(F)(F)F | -1% | 2% | 14% | -1% | 1% | 2% | 1% | 2% | -5% | 1%
CCOc1ccc(NC(=O)CSc2nnc(Cn3cnc4ccccc43)n2C)cc1 | -4% | 10% | 27% | -18% | -8% | -3% | -1% | -5% | -16% | 2%
COc1ccc(S(=O)(=O)N2CCCC(C(=O)NCc3ccco3)C2)cc1OC (stereo not given) | -4% | 0% | 41% | -1% | 2% | 9% | -3% | -2% | 0% | -7%
O=C(CNC(=O)N1CC(=O)Nc2ccccc21)NCc1cccc(Cl)c1 | -1% | -27% | -1% | -1% | -1% | -1% | 7% | 2% | -7% | 6%
CC(C)n1c(SCC(=O)Nc2nncs2)nnc1-c1ccco1 | 0% | -1% | 0% | -4% | -7% | 21% | -1% | -6% | 3% | 2%
CCOC(=O)C1CCN(C(=O)C2CCN(S(=O)(=O)CC)CC2)CC1 | -5% | 9% | 0% | 0% | -1% | -9% | 0% | 25% | 5% | 1%
CC(C)c1ccc(NC(=O)C2CCCN(S(=O)(=O)c3cccnc3)C2)cc1 (stereo not given) | 0% | -23% | ? | 12% | ? | 2% | -7% | -1% | -9% | 8%
Cc1ccc(C(=O)C2=C(O)C(=O)N(Cc3ccco3)C2c2cccc(Br)c2)o1 (stereo not given) | -4% | -3% | 2% | -3% | -2% | 5% | -1% | -10% | 21% | -3%
CC(C)C1CC(CCN)(Cc2ccccc2)CCO1 (stereo not given) | 0% | -15% | -42% | -24% | 2% | -13% | -1% | -2% | -14% | -5%
O=C(O)CCNS(=O)(=O)c1ccc2c(c1)Cc1ccccc1-2 | 8% | 10% | -36% | -12% | 3% | -3% | -1% | 2% | -7% | 1%
COCCSc1ccccc1C(=O)NCCCn1ccnc1 | 0% | -3% | ? | ? | 0% | 9% | 3% | -6% | -7% | -2%
CCc1ccccc1Nc1nc(-c2cccnc2)cs1 | 28% | ? | 47% | -1% | ? | ? | -8% | 5% | 7% | -4%

Quoted at random: 2 compounds from above.
SMILES | NPC1 prom act | BRCA1 expr up | RORg inh | Gal4-VP16 FLuc | FLuc counter | Rab9 promoter act | uPA generation | p53 reactivation | MBNL1 CUG block | ELG1 genotox
CCOc1ccc(NC(=O)CSc2nnc(Cn3cnc4ccccc43)n2C)cc1 | -4% | 10% | 27% | -18% | -8% | -3% | -1% | -5% | -16% | 2%
O=C(O)CCNS(=O)(=O)c1ccc2c(c1)Cc1ccccc1-2 | 8% | 10% | -36% | -12% | 3% | -3% | -1% | 2% | -7% | 1%

Other entries:
SMILES | NPC1 prom act | BRCA1 expr up | RORg inh | Gal4-VP16 FLuc | FLuc counter | Rab9 promoter act | uPA generation | p53 reactivation | MBNL1 CUG block | ELG1 genotox
COc1ccccc1C1=CC(=O)C[C@H](c2ccc(Cl)cc2)C1 | -1% | -19% | . | . | 2% | -4% | -16% | -10% | . | 0%
Cc1cc(C)c2cc(CN(CCO)Cc3nnnn3Cc3ccccc3)c(=O)[nH]c2c1 | 0% | -12% | -1% | 3% | 0% | 9% | -6% | 2% | ? | -6%
CCNC(=O)c1c(O)c2ccccc2[nH]c1=O | 13% | -53% | 16% | 15% | -2% | 17% | ? | -2% | -2% | 7%
O=C(NCC(F)(F)F)c1nn(Cc2ccccc2)c(=O)c2ccccc12 | -3% | -13% | 23% | -5% | -2% | 0% | -3% | -3% | 2% | -8%
COc1ccc(CCNC(=O)CCNS(=O)(=O)c2ccc3c(c2)CCN3C(C)=O)cc1OC | -4% | 2% | 10% | 0% | -2% | -1% | 1% | -2% | -2% | -5%
FC(F)(F)c1cc(-c2cccs2)nc(-n2cc(Br)cn2)n1 | -5% | -75% | -8% | -2% | 0% | -2% | -6% | -4% | 2% | -3%
Cc1cccc(C)c1NC(=O)CSc1nnc(-c2cccnc2)o1 | -1% | 1% | -17% | 1% | 2% | 1% | 0% | -4% | -7% | 28%
C[C@H]1COC(=O)[C@@H](Cc2ccc(F)cc2)C/C=C\C[C@H](CC(=O)N(CCO)Cc2ccccc2)C(=O)N1 | . | 0% | . | . | . | . | 7% | 0% | . | 2%
CC(NC(=O)c1ccccc1F)C(=O)O (stereo not given) | 0% | 17% | 1% | -6% | 6% | -15% | 0% | -5% | -7% | 1%
COC(=O)c1ccc(NC(=S)NC(=O)C2CCC2)cc1 | 2% | 41% | 11µM* | ? | ? | 2% | 3% | 12% | 0% | 17%
Fc1ccc(Cn2nnnc2C(c2cccs2)N2CCCCCC2)cc1 (stereo not given) | -3% | -23% | -37% | ? | 4% | -3% | 4% | 0% | 8% | -10%
CCC1=C(OC(=O)N(CC)CC)N2C(=O)OC(=NCCc3c[nH]c4ccccc34)[C@]2(C)[C@H]2C1=CC[C@H]1C(=O)N(C)C(=O)[C@H]12 | 4% | 0% | ? | -2%&2% | 0% | -4% | 7% | -5% | -3% | 0%
CC(=O)c1ccc(NC(=O)Nc2ccc([N+](=O)[O-])cc2C)cc1 | 3% | 8% | 17% | -6% | 4% | 9% | 2% | -4% | 7% | 5%
O=C(c1ccccc1-c1nc(-c2ccc(F)cc2)no1)N1CCCC1 | -3% | -31% | ? | -8% | 3% | 0% | -7% | 0% | -9% | 0%
CN(C)/C=C1/Sc2ccccc2C1=O | 11% | -11% | -9% | 12% | ? | -4% | -1% | ? | ? | -2%

RORg inh, entries above that show a hit
| canonical_smiles | NPC1 prom act | BRCA1 expr up | RORg inh | Rab9 promoter act | uPA generation | p53 reactivation |
| --- | --- | --- | --- | --- | --- | --- |
| COC(=O)c1ccc(NC(=S)NC(=O)C2CCC2)cc1 | 2% | 41% | 11µM* | 2% | 3% | 12% |

Next part:
SMILES | NPC1 prom act | BRCA1 expr up | RORg inh | Gal4-VP16 FLuc | FLuc counter | Rab9 promoter act | uPA generation | p53 reactivation | MBNL1 CUG block | ELG1 genotox
COC(=O)c1ccccc1NC(=O)CNCCc1ccc(OC)c(OC)c1 | -2% | -10% | -1% | -8% | 0% | -2% | -3% | -3% | -9% | -1%
COc1cc(CCC(=O)N2CCN(c3ccccc3Cl)CC2)cc(OC)c1OC | -1% | -37% | 19% | -2% | -2% | -3% | 5% | -3% | 2% | -8%
O=C(CC1C[C@H](C(=O)N2CCOCC2)[C@@]2(CCC3CCCC3)c3[nH]c4ccccc4c3CCN2C1=O)NCCc1ccccn1 (stereo not given in full) | . | 13% | . | . | . | . | 3% | -5% | . | 1%
Cc1ccc(NC(=O)CC(N)=S)cc1 | -2% | -33% | -1% | 12% | -3% | 2% | 0% | -1% | 5% | 0%
CCCCCn1c(CN2CCCCC2CC)nc2c1c(=O)n(C)c(=O)n2C (stereo not given) | -1% | -21% | -41% | 2% | -2% | -2% | 0% | -7% | -1% | ?
O=S(=O)(c1cccs1)N1CCN(C/C=C/c2ccccc2)CC1 | -1% | -16% | ? | -28% | -1% | -11% | -7% | 0% | -9% | -6%
O=C(N/N=C/c1ccsc1)c1cc(-c2ccncc2)nc2ccccc12 | -17% | -59% | 11µM* | -13% | ? | -11% | -12% | -1% | -1%[11.5 µM] | 5%
COc1ccc(CNC(=O)C(=O)NCC2OCCN2S(=O)(=O)c2ccc(C)cc2)cc1 (stereo not given) | 1% | -8% | 36% | 3% | -1% | 15% | -5% | -6% | 1% | -1%
O=C(Nc1ccc(N2CCOCC2)cc1)c1ccc(S(=O)(=O)NCc2ccco2)cc1 | 5% | 15% | -12% | 4% | -3% | -3% | -2% | 5% | -2% | ?
Oc1c(C(c2ccccn2)N2CCC(Cc3ccccc3)CC2)cc(Cl)c2cccnc12 (stereo not given) | -3% | -98%[inhibitor] | ? | ? | -8% | 6% | -14% | 5% | 9% | -10%

Assay outcomes: PubChem BioAssay, National Center for Advancing Translational Sciences (NCATS)

No enrichment for hits (roughly 13% active in at least one column).
